RGS4 inhibitor – Inhibitors of Regulator of G Protein Signaling (RGS) 4: qHTS; Transcreener GDP fluorescence polarization, RGS4-accelerated GTP hydrolysis; hit rate 0.039% among 390,000; Potency, µM (top dose mostly 114 µM), for inactives: at the top dose activity change, negative = inhibition, hits mostly inhibitors; Regulator of G-protein signaling 4 (Homo sapiens), P49798; also: potency is read from the fitted curve at half-maximal effect; % is scaled to controls: 0 for no effect and ±100 for the full control effect; nearly all actives have a fitted effect of over 75% in size; some results filed as inactive show a strong effect at the top dose
Target sequence (P49798 whole entry, looked up): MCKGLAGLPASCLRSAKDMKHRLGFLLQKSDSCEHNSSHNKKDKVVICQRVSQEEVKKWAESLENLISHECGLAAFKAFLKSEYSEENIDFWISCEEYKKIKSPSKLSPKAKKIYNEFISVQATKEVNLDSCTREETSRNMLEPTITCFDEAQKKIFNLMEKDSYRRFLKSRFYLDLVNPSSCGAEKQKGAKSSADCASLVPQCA
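MLSMR compounds (23 nl, pin-transferred) preincubated 10 min at room temperature with a 500nM (2x) first reagent, then RGS4 at 900nM (2x) plus Transcreener GDP mix added; fluorescence polarization (620/688 nm) read before and after 90 min at 30 °C.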
LDHA block – qHTS assay for inhibitors of human lactate dehydrogenase. purified LDHA, NADH/diaphorase-resazurin fluorescence; active compounds read low. activity change, % (values are at about 110 or 230 µM). L-lactate dehydrogenase A chain (Homo sapiens), P00338. hit rate 0.15% among 480,000; in the data active = activity change below about -30%; inconclusive = mostly about -25% to -30%;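 also: plate controls were DMSO wells for no effect and wells without enzyme for full effect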
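Human LDH5 at 2 nM final in Tris HCl pH 7.4 with 0.06 mM NADH and 0.2 mM pyruvate, reacted 5 minutes at room temperature. Remaining NADH coupled via diaphorase/resazurin; resorufin fluorescence read at 0 and 20 minutes, normalized to enzyme-free and DMSO wells.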
APE1 inh – qHTS Assay for Inhibitors of the Human Apurinic/apyrimidinic Endonuclease 1 (APE1) | DNA repair nuclease/redox regulator APEX1 (Homo sapiens), P27695 | recombinant APE1, TAMRA/BHQ-2 abasic DNA cleavage fluorescence | Potency, µM (doses to about 65.8 µM), without a hit: at the top dose activity change, negative = inhibition, hits mostly inhibitors | hit rate 0.35% among 350,000 | AID 2517, 2012;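 also: potency is read from the fitted curve at half-maximal effect; plate controls were vehicle for no effect and reference inhibitor for full effect; nearly all actives have a fitted effect of over 55% in size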
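Step 1: APE1 (0.75 nM) with compound, 15 min RT. Step 2: add 50 nM fluorophore/quencher THF duplex. Step 3: three fluorescence reads 60 s apart (525/598 nm); read 3 minus read 1 = reaction progress.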
Pol kappa inh – qHTS for Inhibitors of Polymerase Kappa; purified Pol kappa, fluorescent DNA synthesis assay, 10 min; DNA polymerase kappa (Homo sapiens), Q9UBT6; hit rate 0.53% among 400,000; Potency, µM (titrated, usually from 107 µM), without a hit: at the top dose activity, negative = inhibition, most hits filed as inhibitors; also: potency is read from the fitted curve at half-maximal effect; % is scaled to controls: 0 for no effect and ±100 for the full control effect
Target sequence (Q9UBT6 whole entry, looked up): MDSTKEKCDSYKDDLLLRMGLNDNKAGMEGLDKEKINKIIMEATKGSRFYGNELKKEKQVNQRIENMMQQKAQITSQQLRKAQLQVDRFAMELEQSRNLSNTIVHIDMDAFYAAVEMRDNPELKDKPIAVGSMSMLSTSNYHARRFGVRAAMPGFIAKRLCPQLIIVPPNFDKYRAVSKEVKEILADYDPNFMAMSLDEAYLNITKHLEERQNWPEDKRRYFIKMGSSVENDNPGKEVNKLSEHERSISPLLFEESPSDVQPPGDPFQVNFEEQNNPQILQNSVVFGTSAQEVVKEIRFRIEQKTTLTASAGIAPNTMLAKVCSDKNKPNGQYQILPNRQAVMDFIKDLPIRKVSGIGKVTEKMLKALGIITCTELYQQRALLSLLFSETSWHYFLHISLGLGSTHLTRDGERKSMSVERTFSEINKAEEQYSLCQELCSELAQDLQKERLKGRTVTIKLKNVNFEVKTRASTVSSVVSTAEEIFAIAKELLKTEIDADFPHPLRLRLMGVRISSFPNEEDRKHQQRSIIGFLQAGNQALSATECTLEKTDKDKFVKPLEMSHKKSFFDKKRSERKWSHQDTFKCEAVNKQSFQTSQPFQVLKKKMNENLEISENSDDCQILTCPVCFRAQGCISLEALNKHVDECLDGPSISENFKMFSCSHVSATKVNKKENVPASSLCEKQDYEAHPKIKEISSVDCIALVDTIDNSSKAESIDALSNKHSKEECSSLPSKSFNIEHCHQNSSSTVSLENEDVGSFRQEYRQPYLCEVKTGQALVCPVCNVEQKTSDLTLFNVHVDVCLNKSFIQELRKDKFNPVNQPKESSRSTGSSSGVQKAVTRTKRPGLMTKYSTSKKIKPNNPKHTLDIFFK
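First, compounds were pin-transferred onto 10 nM Pol kappa. After 15 min at room temperature, substrate was added to 50 nM final. Fluorescence was then measured kinetically at 0 and 10 min.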
POLB inh – qHTS Assay for Inhibitors of DNA Polymerase Beta | P06746 | Potency, µM (series often up to 114 µM), for inactives: top-dose activity change, negative = inhibition, actives largely listed as inhibitors | hit rate 1.3% among 340,000 | Pol beta primer extension/strand displacement, fluorescence kinetic; also: potency is read from the fitted curve at half-maximal effect; % is scaled to controls: 0 for no effect and ±100 for the full control effect
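Reaction started by 50 nM substrate onto compound-treated Pol beta (10 nM, 15 min preincubation, room temperature); plates read at 0 min and 10 min. Normalized concentration-effect data fitted by four-parameter Hill equation.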
12-LOX inh – Primary qHTS assay for inhibitors of human arachidonate 12S-lipoxygenase (ALOX12): Round 2 | Potency, µM (series often up to 108 µM), for the others: at the highest dose activity change, negative = inhibition, actives largely listed as inhibitors | purified 12hLO, xylenol orange hydroperoxide absorbance | hit rate 1.1% among 580,000; also: potency is read from the fitted curve at half-maximal effect; % is scaled to controls: 0 for no effect and ±100 for the full control effect
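Hydroperoxide product was detected by ferrous iron/xylenol orange as the 573 to 405 nm absorbance ratio. Arachidonic acid at 40 uM (final) was turned over for 30 min at room temperature by 150 nM human 12hLO, pH 7.0 Hepes buffer, after 15 min compound preincubation.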
ERG Ets-DNA blk – qHTS for Small Molecule Inhibitors of the ERG Ets/DNA interaction; Transcriptional regulator ERG (Homo sapiens), P11308; fluorescence polarization, His-ERG Ets domain / labelled DNA; Potency, µM (highest dose often 76.9 µM), for the others: at the top dose FP activity, negative = inhibition, usual class: inhibitors; hit rate 0.028% among 370,000; active = well fitted inhibition curve with a large enough effect in the polarisation, with a control signal flat; inconclusive = small, poorly fitted or top-dose-only effect, or effect the other way, or a change in a side signal; inactive = no such curve, though single readings can be large or run the other way; the % refers to the polarisation;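 also: polarization taken with two DNA probes labelled with fluorescein and Texas red; potency is read from the fitted curve at half-maximal effect; % of control where 0% means no effect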
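His-tagged ERG Ets domain (1 uM in the protein solution; 300mM KCl, 50mM Tris-HCl, 1mM EDTA, 1mM DTT, pH 7.5) received compound, then a probe mix of 5 nM fluorescein-DNA and 100nM Texas-615-DNA. Fluorescence polarization was read for both dyes.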
POLH inh – qHTS for Inhibitors of Polymerase Eta | DNA polymerase eta (Homo sapiens), Q9Y253 | recombinant Pol eta, fluorescent DNA replication assay | Potency, µM (series often up to 114 µM), inactives show at the top dose activity change, negative = inhibition, most hits filed as inhibitors | hit rate 1.2% among 390,000 | AID 588591, 2011; also: potency is read from the fitted curve at half-maximal effect; % is scaled to controls: 0 for no effect and ±100 for the full control effect
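Fluorescent replication assay: 50 nM final substrate added after a 15 min room-temperature compound preincubation with 10 nM enzyme. Signal taken at 0 min and again at 10 min.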
Apoferritin bind – qHTS Assay for Identification of Novel General Anesthetics | Ferritin light chain (Equus caballus), P02791 | apoferritin/1-aminoanthracene competitive binding, fluorescence | Potency, µM (highest dose often 77.5 µM), for the others: top-dose activity change, negative = displacement, usual class: inhibitors | hit rate 0.074% among 350,000 | AID 485281, 2010; also: potency is read from the fitted curve at half-maximal effect; % is scaled to controls: 0 for no effect and ±100 for the full control effect; nearly all actives have a fitted effect of over 20% in size
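Probe: 1-aminoanthracene (50% saturated, PBS). Protein: horse-spleen apoferritin, 10 uM. Incubation: 10 min, room temperature. Detection: 380 nm excitation, 535 nm emission. Analysis: normalized response, four-parameter Hill.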
* marks the source's active call; other numbers are inactive results; ? = inconclusive; nt = not tested or not shown; & = joins results of further samples; [ ] = another dose, or the depositor's remark. Unless noted, calls follow the shape of the dose curve; as a rule, active = well fitted curve in the direction sought with a large enough effect; inconclusive = small, poorly fitted or top-dose-only effect, or another doubt; inactive = no such curve, though single readings can be large; an effect the other way counts as inactive or inconclusive.

A first look, two compounds:
no.	molecule	12-LOX inh	Apoferritin bind	RGS4 inhibitor	POLB inh	POLH inh	APE1 inh	Pol kappa inh	ERG Ets-DNA blk	LDHA block
1	CSc1ncc(C(=O)NCc2cccc(Br)c2)c(-c2ccccc2)n1	-24.8%	-1.8%	7.7%	0.4%	-12.6%	nt	-13.3%	-6.1%	0.2
2	COc1cccc(C(=O)NNC(=O)c2cccnc2)c1	1.8%	3.3%	-6.9%	5.8%	-9.6%	56.8%[activator]	7.2%	10.7%	4.3

The list itself, repeating the preview:
no.	molecule	12-LOX inh	Apoferritin bind	RGS4 inhibitor	POLB inh	POLH inh	APE1 inh	Pol kappa inh	ERG Ets-DNA blk	LDHA block
1	CSc1ncc(C(=O)NCc2cccc(Br)c2)c(-c2ccccc2)n1	-24.8%	-1.8%	7.7%	0.4%	-12.6%	nt	-13.3%	-6.1%	0.2
2	COc1cccc(C(=O)NNC(=O)c2cccnc2)c1	1.8%	3.3%	-6.9%	5.8%	-9.6%	56.8%[activator]	7.2%	10.7%	4.3
3	CC1CCc2[nH]c3ccc(C(=O)N(C)CC(=O)Nc4ccc(F)cc4)cc3c2C1 (centres undefined)	-10.1%	-17.7%	-44.9%	-6.6%	-9.1%	19.5%	-2.4%	4.2%	3.0
4	CN(C)C=NC(=O)c1cn(-c2ccc(F)cc2)c(=O)c2ccccc12	-3.8%	-4.3%	5.9%	77.6%	-8.8%	-3.2%	-16.5%	4.0%	-5.4
5	CC1CCN(C(=O)CSc2nnc(-c3cc4ccccc4cc3O)n2Cc2ccco2)CC1	-18.3%	?	-37.2%	-0.5%	-11.7%	1.5%	-10.7%	1.0%	4.0
6	COc1nc(OC)nc(N2CCC(C(=O)NCC3CCCCC3)CC2)n1	5.0%	3.1%	9.0%	-0.5%	2.0%	-2.4%	-9.6%	0.6%	-5.0
7	Nc1c(N(CCC2=CCCCC2)C(=O)COc2ccc([N+](=O)[O-])cc2)c(=O)[nH]c(=O)n1Cc1ccccc1	?	nt	1.4%	nt	0.9%	nt	-26.6%	-5.2%	-5.8
8	CCN(Cc1ccccc1)S(=O)(=O)c1ccc(C(=O)N(CCCN(C)C)c2nc3cc4c(cc3s2)OCCO4)cc1	?	nt	-14.4%	nt	-21.9%	1.7%	3.0%	1.9%	0.0
9	COc1ccccc1CNC(=O)C/C(C)=N/NC(=O)Cc1ccc(OC)c(OC)c1	-10.2%	-4.0%	12.8%	5.4%	-11.5%	-7.4%	-18.2%	-6.2%	-9.7
10	CN(C)S(=O)(=O)c1cccc(C(=O)OCC(=O)NCc2ccc3c(c2)OCO3)c1	-48.0%	-20.4%	-29.7%	12.0%	-18.0%	-5.8%	-2.7%	0.5%	-2.8
11	CCn1nc(NC(=O)c2cccnc2)c2cc3ccccc3nc21	-2.3%	84.5%[activator]	5.6%	11.2%	-3.8%	3.2%	-21.4%	-3.0%	-4.6
12	COC(=O)C1=C(C)NC(C)=C([N+](=O)[O-])C1c1ccccc1C(F)(F)F (centres undefined)	?	-19.9%	11.3%[56.9 µM]	1.3%[57.1 µM]	-10.2%	-15.6%&0.8%&-1.8%&1.7%&10.5%	-14.4%[60.1 µM]	0.4%&9.4%	-5.1&-3.6
13	COc1ccc(S(=O)(=O)N2CCOCC2)cc1C(=O)NC1CCCCC1	-0.3%	-8.7%	42.0%	26.7%	-2.6%	2.1%	-0.5%	1.8%	-7.1
14	CCCc1cc(=O)oc2cc(OCC(=O)N(C)C)c(Cl)cc12	32.0%[activator]	-4.9%	-17.2%	13.0%	-12.1%	-5.6%	-7.9%	5.5%	-2.5
15	CN(C)NC(=O)C(NC(=O)c1ccccc1)C12CC3CC(CC(C3)C1)C2 (centres undefined)	0.5%	-15.3%	18.7%	-22.6%	1.7%	-0.2%	-8.0%	-1.8%	-7.0
16	Cc1ccnc(NCc2c(O)ccc3ccccc23)c1	-1.1%	-10.7%	-16.9%	23.5%	-10.3%	-8.2%	-23.8%	-5.3%	9.3
17	Cc1ccc(S(=O)(=O)N2CC3CCCC2C3)cc1 (centres undefined)	161.9%[activator]	-4.9%	-38.2%	1.8%	-9.7%	-7.9%	-4.8%	-3.1%	-6.8
18	CN(CCc1ccccn1)C(=O)CCNC(=O)Cn1cnc2ccccc2c1=O	-0.1%	3.6%	0.4%	-14.0%	1.1%	-3.8%	-2.8%	-3.5%	-1.4
19	O=C(CCNS(=O)(=O)c1ccc(Cl)cc1)N1CCN(Cc2ccccc2)CC1	-16.0%	?	1.5%	3.4%	-13.6%	6.8%	-20.9%	7.7%	-3.0
20	CCOc1ccc(NC(=O)CC2C(=O)N(c3ccc(OC)cc3)C(=O)N2CCC2=CCCCC2)cc1 (centres undefined)	-4.5%	-9.8%	0.2%	3.9%	-9.4%	nt	-13.6%	0.8%	-0.7
21	Cc1csc(SCC(=O)Nc2oc(C)c3c(C)n[nH]c(=O)c23)n1	-28.7%	nt	6.6%	nt	-4.2%	21.9%	2.4%	9.6%	0.8
22	COc1ccc(CN(C(=O)Nc2cccc(OC)c2)C2CCN(C(C)=O)CC2)cc1	0.1%	-2.1%	6.5%	24.5%	-9.5%	nt	-10.7%[60.1 µM]	1.5%	1.2
23	COc1ccc(CNC(=O)C2=Cc3cccc(OC)c3OC2)cc1OC	-22.2%	-10.2%	6.4%	0.9%	-17.8%	nt	-6.0%[60.1 µM]	-1.1%	0.3
24	Cc1cccc(N2CCN(C(=O)C3CC(=O)N(C4CCCC4)C3)CC2)c1C (centres undefined)	-12.3%	-5.1%	10.4%	-4.3%	-13.1%	-1.4%	-19.1%	-2.0%	-1.0
25	Cc1nn(-c2ccccc2)c(Cl)c1/C=N/O	-2.8%	-15.9%	-0.3%	2.2%	-17.1%	12.1%	-2.2%	0.7%	-0.5
26	COc1ccc(-n2c(Cc3cccn3C)nnc2SCC(=O)Nc2ccc(C)cc2C)cc1	498.0%[activator]	?	?	-22.3%	-13.0%	-3.0%	0.0%	-6.4%	-2.4
27	Cn1c(SCC(O)c2ccccc2)nnc1-c1ccc2ccccc2c1 (centres undefined)	?	-1.4%	-5.2%	9.9%	-12.1%	-1.2%	11.9%	-7.6%	1.0
28	COc1ccccc1N(C(=O)NCc1ccccc1)C1=NCC(C)S1 (centres undefined)	-15.6%	-5.5%	-11.7%	32.5%	-15.1%	3.4%	-9.9%	5.7%	-3.6
29	O=c1[nH]c2cc3c(cc2cc1C(c1nnnn1C1CCCC1)N1CCSCC1)OCCO3 (centres undefined)	?	-2.8%	-30.5%	3.3%	-1.7%	17.7%	-5.7%	-3.1%	0.9
30	CC(C)Oc1ccc(CNC(=O)CCCN2C(=O)C(c3ccccc3)Oc3cccnc32)cc1 (centres undefined)	12.9%	0.9%	-9.0%[56.9 µM]	11.6%	0.5%	10.3%	-1.1%	-3.8%	-0.8
31	COC(=O)C1C2CCC(C2)C1C(=O)OCC(=O)c1ccccc1 (centres undefined)	-5.9%	-16.5%	0.1%	-14.7%	-1.9%	25.9%	-4.0%	-3.6%	-3.0
32	C=CCN(C(=O)CCC(=O)Nc1cc(C)on1)C(C(=O)NC(C)(C)C)c1ccc(OC)cc1 (centres undefined)	-25.9%	-1.8%	-18.7%	4.2%	-3.7%	20.9%	-2.2%	-0.6%	-2.2
33	O=C(NC1CCCCCC1)C1CC(=O)N(Cc2ccccc2)C1 (centres undefined)	-14.0%	-14.4%	-5.3%	5.3%	-6.4%	2.2%	-9.4%	-13.5%	-2.5
34	O=C1CN(C(=O)COc2c(F)c(F)cc(F)c2F)c2ccccc2N1	?	-9.5%	-6.7%	30.6%	-12.9%	14.5%	5.5%	4.4%	-3.2
35	Cn1c(SCc2ccccc2Br)nc2ccccc2c1=O	0.7%	-0.7%	16.6%	-12.1%	-12.9%	13.8%	-5.3%	-5.2%	-5.4
36	CCC(=O)Nc1c2c(nc3c1CCC3)CCCC2	-4.2%	-9.1%	3.6%	-1.2%	4.8%	-3.5%	-2.1%	-5.2%	-4.6
37	CCN(CC)C(=O)C1CCN(Cc2ccc(OCc3ccccc3)c(OC)c2)CC1	?	-16.7%	-5.5%	-19.1%	-0.3%	-11.2%	-2.5%	-3.8%	-20.7
38	CC(=O)c1ccc(Nc2nc(NCCO)nc(OC(C(F)(F)F)C(F)(F)F)n2)cc1	-18.8%	-1.1%	-3.2%	37.0%	-21.2%	10.4%	-7.5%	2.0%	-2.1
39	COc1ccc(NC(=O)Nc2ccc3c(c2)CCC3)cc1OC	-0.9%	-2.2%	-5.5%	40.3%	-20.6%	20.1%	-5.8%	1.5%	-1.0
40	CCOc1ccc2nc(SCC(=O)NC3CCCc4ccccc43)sc2c1 (centres undefined)	18.1%	-11.2%	4.9%	0.6%	-4.7%	-2.7%	-21.4%	-3.6%	-3.6

High-throughput results as filed in PubChem.

Only part of the results is shown; count on the stated rates, not on these rows.
